# High-throughput results (PubChem)
# M18AAP inhibitor: PfM18AAP inhibitors, malaria aminopeptidase, primary screen, biochemical, QFRET, recombinant enzyme. inhibition, % at 7.35 µM. M18 aspartyl aminopeptidase (Plasmodium falciparum 3D7). actives 1.2% (n = 290,000). AID 1822, 2009. H-Glu-NHMec fluorogenic cleavage;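 active = inhibition above the campaign mean inhibition over all tested compounds plus 3 SD, cut at about 28% in these data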;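 also: 0% = plate median of test compound wells and 100% = 2 mM ZnCl2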
# PHOSPHO1 block: PubChem AID 1565; Phosphoethanolamine/phosphocholine phosphatase (Homo sapiens), Q8TCT1; recombinant PHOSPHO1, absorbance phosphatase assay; inhibition, % at 13.3 µM; actives 1.1% (n = 290,000); in the data active = inhibition above about 60%
# Target sequence (Q8TCT1 whole entry, looked up): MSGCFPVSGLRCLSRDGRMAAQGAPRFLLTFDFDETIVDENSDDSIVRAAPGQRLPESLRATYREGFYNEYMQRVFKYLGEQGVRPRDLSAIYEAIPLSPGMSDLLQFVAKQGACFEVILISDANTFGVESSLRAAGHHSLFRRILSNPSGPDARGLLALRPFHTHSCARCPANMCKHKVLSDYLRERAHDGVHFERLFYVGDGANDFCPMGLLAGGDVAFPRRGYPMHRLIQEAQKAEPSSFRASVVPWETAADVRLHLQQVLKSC
# GPR7 antag: GPR7 receptor antagonists, primary screen, cell-based, fluorescence, single concentration | Neuropeptides B/W receptor type 1 (Homo sapiens), P48145 | GPR7-expressing cells, fluorescence antagonist assay | AID 1861, 2009 | inhibition, % at 4.4 µM | actives 1.1% (n = 290,000); in the data active = inhibition above about 16%, passing the limit was not always enough;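 also: cells stimulated with the agonist NPW; 0% = agonist with vehicle and 100% = vehicle without agonist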
# Target sequence (P48145 whole entry, looked up): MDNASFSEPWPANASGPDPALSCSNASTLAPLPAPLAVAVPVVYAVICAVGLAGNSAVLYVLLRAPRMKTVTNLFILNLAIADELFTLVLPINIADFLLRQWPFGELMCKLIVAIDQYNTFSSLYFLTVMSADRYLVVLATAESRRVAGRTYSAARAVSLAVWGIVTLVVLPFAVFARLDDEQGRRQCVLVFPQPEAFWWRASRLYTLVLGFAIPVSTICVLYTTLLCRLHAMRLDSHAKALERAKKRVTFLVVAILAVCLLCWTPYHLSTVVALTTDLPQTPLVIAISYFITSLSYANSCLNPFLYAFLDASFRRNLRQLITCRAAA
# VIM-2 inhibitor: VIM-2 metallo-beta-lactamase inhibitors, primary screen, biochemical, epi-absorbance readout, Pseudomonas aeruginosa enzyme; AID 1527, 2009; actives 0.89% (n = 290,000); purified VIM-2, nitrocefin hydrolysis, epi-absorbance fluorescence; inhibition, % at 5.6 µM;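 active = inhibition above the mean of all tested compounds plus 3 SD, cutoff set per screening run, cut at about 7.5% in these data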;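 also: red hydrolysis product quenches plate fluorescence so inhibitors raise well fluorescence; 0% = enzyme with DMSO and 100% = DMSO without enzyme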
# NALP1 yeast inh: NALP1 inflammasome inhibitors in reconstituted yeast, colorimetric, S. cerevisiae, triplicate retest. S. cerevisiae NALP1/ASC/caspase-1 growth, X-gal OD620, 72 h. inhibition, % at 10 µM. actives 0.61% (n = 280,000); in the data active = inhibition mostly above about 24%, no sharp cut-off; inactive = mostly below about 32%; also: some compounds called inactive have numbers as strong as hits
# IMP-1 inh: IMP-1 metallo-beta-lactamase inhibitors, primary screen, biochemical, epi-absorbance readout, Pseudomonas aeruginosa enzyme; metallo-beta-lactamase IMP-1 (Pseudomonas aeruginosa); purified IMP-1, nitrocefin hydrolysis, epi-absorbance fluorescence; inhibition, % at 5.6 µM; actives 0.45% (n = 290,000);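 active = inhibition above the mean plus 3 SD of all compounds in the same screening run, cut at about 4.5% in these data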;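 also: 0% = IMP-1 with DMSO and 100% = DMSO wells lacking enzyme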
#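 System: Purified IMP-1 | Read-out basis: Percent enzyme inhibition | Controls: IMP-1 with DMSO as 0%, enzyme-free DMSO as 100% | Replicates: One well per compound | Doses: 5.6 µM nominal single concentration | Detection: Epi-absorbance fluorescence, 480 nm excitation, 530 nm emission | Incubation: 25 °C, 15 min preincubation, 25 min reaction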
# IDE cell activ: human IDE activators in live cells, primary screen, fluorescence polarization, HEK cells, FAbeta-B substrate; Insulin-degrading enzyme (Homo sapiens), P14735; FAbeta-B cleavage; 0% vehicle, 100% cell-free pure enzyme wells; activation, % at 5.96 µM; actives 0.073% (n = 340,000); AID 493087, 2011;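 active = activation above the mean of all tested compounds plus 3 SD, set per screening campaign, cut at about 17% in these data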
# IDE cell inh: human IDE inhibitors in live cells, primary screen, fluorescence polarization, HEK cells, FAbetaB substrate; Insulin-degrading enzyme (Homo sapiens), P14735; FAbetaB cleavage; inhibition, % at 5.59 µM; actives 0.41% (n = 320,000); AID 434962, 2010;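 active = percent inhibition above the average of all tested compounds plus 3 SD, set per screening campaign, cut at about 16% in these data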;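 also: IDE supplied by intact live HEK cells; FP after avidin binding of uncleaved biotin substrate so inhibition keeps polarization high; 0% = DMSO wells and 100% = 60 µM reference IDE inhibitor Ii1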
# p-CIP stab down: p/CIP-EGFP fusion destabilizers, primary screen, fluorescence, F442A cells; 16 h; actives 0.01% (n = 290,000); Q05BA5; decrease of EGFP signal, % at 10 µM; AID 1984, 2009;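 active = EGFP signal decrease of at least 30% at 10 µM or well 3 SD below plate mean, unless failing retest; inactive = the rest, including hits failing retest or dose response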; also: some compounds called inactive have numbers as strong as hits; many of its hits are not listed in these tables
# Numbers without * were called inactive; x = no result given. No enrichment for hits. About 5.3% of those tested had a hit in this group.
canonical_smiles	M18AAP inhibitor	PHOSPHO1 block	GPR7 antag	VIM-2 inhibitor	NALP1 yeast inh	IMP-1 inh	IDE cell activ	IDE cell inh	p-CIP stab down
CCCNC(=O)Cc1c(OC)ccc2cc(Br)ccc12	0	0	-6	0.6	22	-3.7	5	8	3
O=C(Nc1ccc(-c2nc3ccccc3[nH]2)cc1)c1c(F)c(F)c(F)c(F)c1F	1	18	-12	-2.1	10	-2.6	-3	3	-1
CC(C)=C1SC(N2CCN(c3ccc(C)c(Cl)c3)CC2)=NC1=O	-8	-17	-13	-1.7	12	-2.8	-2	10	-9
CC(=O)C1=C(C)NC(SCC(=O)c2ccc(F)cc2)=C(C#N)C1CC(C)C (stereo not drawn)	-7	-29	14	-1.5	12	-4.4	-3	3	-12
COc1ccc(OC)c(C(=O)/C=C/c2cccnc2)c1	7	20	-1	-1.9	4	0.3	3	-3	-6
COc1cccc(NC(=O)CCN2CCN(C)CC2)c1	-9	-47	-12	-2.8	-5	-2.8	6	0	-6
COC(=O)c1cc2n(n1)CCN(Cc1ccccc1F)C2=O	5	10	-4	1.1	-3	-0.7	5	1	-8
O=C(O)c1ccccc1Nc1ccc([N+](=O)[O-])cc1C(=O)O	6	18	-10	-3.6	x	-3.3	-1	-1	3
O=C(Nc1nc(-c2cccs2)cs1)c1ccc(Cl)s1	0	2	-12	-0.9	17	-1.0	-12	6	-9
O=C(Nc1ccc(Br)cc1)c1ccc2c(c1)OCO2	6	44	3	-0.5	-1	-2.0	2	5	-10
CC1=C(C(=O)OCc2ccccc2)C(c2ccccc2)NC(=O)N1CCCC(=O)O (stereo not drawn)	10	15	-10	-3.0	22	-4.0	0	1	2
O=C(Nc1nnc(Cc2ccc(Cl)cc2)s1)c1ccncc1	-12	2	-11	-0.7	17	-3.0	x	-1	-19
CN(Cc1nc(-c2cccnc2)no1)S(=O)(=O)c1ccc2ccccc2c1	-14	-11	7	-0.1	10	-3.4	-5	5	-12
COc1cccc(C(C(=O)NCc2ccco2)N(Cc2ccco2)C(=O)Cn2nnc3ccccc32)c1 (stereo not drawn)	-5	5	12	-0.9	12	0.4	4	3	-2
O=C(Nc1ccc(Br)cc1F)c1cccnc1	-7	-11	-3	1.9	33	-4.6	1	-2	5
O=C1C(=O)N(Cc2cccnc2)C(c2cccc([N+](=O)[O-])c2)/C1=C(/O)c1ccc2c(c1)OCO2 (stereo not drawn)	7	9	-9	-2.1	5	-1.2	-2	-1	0
O=C(CSc1ccc(-c2ccco2)nn1)c1ccccc1	-19	-1	-4	-2.9	20	-3.4	3	-2	-3
O=C(NCc1nc(-c2ccccc2)no1)Nc1ccc(F)cc1	1	56	4	0.4	3	-0.6	1	-1	-14
CC1=C(c2ccccc2)[N+](=O)C2(CCCC2)N1[O-]	3	5	-8	-1.3	7	-4.5	-4	-2	-5
COc1ccccc1C(=O)Nc1ccc2nc(SCC(=O)N(C)C)sc2c1	1	-11	-2	-3.1	22	-1.5	-3	10	-10
CCOc1ccc(NC(=O)CN2C(=O)NC(CCSC)C2=O)cc1 (stereo not drawn)	-41	-6	-11	-2.2	0	-3.8	-1	3	1
COc1cc2c(cc1OC)CN(c1nc(-c3cccnc3)nc3ccccc13)CC2	-5	9	-15	5.6	23	-1.7	1	1	2
CCCCCOc1ccc(C(=O)OCC(=O)Nc2cc(C)c(C)cc2[N+](=O)[O-])cc1	-12	-9	-1	-0.2	24	-1.5	-1	5	-1
O=C(NCc1ccc(F)cc1)c1cc2ccccn2n1	2	-14	-3	-1.9	24	-3.7	4	2	-6
CC(Sc1nnc(CC(C)c2ccccc2)n1N)C(N)=O (stereo not drawn)	0	34	-8	-1.9	3	-2.0	-2	-1	-12
COc1ccc(-c2nnc3n2N=C(c2cccc(Br)c2)CS3)cc1OC	4	7	-12	-1.3	10	-2.3	x	x	-4
CCCc1c(C(=O)Nc2cc(C(C)(C)C)on2)cnn1-c1ccccc1	-12	3	-13	-0.4	5	-2.4	7	1	-1
O=C1CC(SC(=Nc2ccccc2)Nc2ccccc2)C(=O)N1c1cccc(Cl)c1 (stereo not drawn)	1	34	-12	-0.8	14	-1.3	-3	4	-21
Cc1snc(S(=O)(=O)/C(C#N)=N/Nc2ccc(C(F)(F)F)cc2)c1C#N	10	14	3	-0.9	-5	-2.1	1	1	5
CC(=O)c1ccc(NC(=O)COC(=O)c2nc(Cl)ccc2Cl)cc1	1	20	-2	-2.9	3	0.7	7	0	-2
O=S(=O)(c1ccccc1)c1cnc(-c2cccnc2)nc1-c1ccccc1	3	-1	-6	-3.2	-12	-1.9	5	-5	-16
CCOc1ccc(C(=O)N(Cc2ccc(N(C)C)cc2)C2CCS(=O)(=O)C2)cc1 (stereo not drawn)	7	41	-7	-0.5	6	2.9	2	-3	2
CCc1cc(=O)oc2c(C)c(OCC(=O)N3CCC(C(=O)O)CC3)ccc12	5	13	-4	-2.9	19	-2.4	1	-2	0
CCOc1ccc(OCc2ccc(C(=O)N3CCOCC3)cc2)cc1	2	-4	-5	0.2	4	-2.8	-4	6	-9
COc1ccc(Cc2nnc(NC(=O)CSc3ccc(Cl)cc3)s2)cc1OC	-10	12	-5	-2.5	7	-4.1	x	x	0
Cc1cc(C)c(S(N)(=O)=O)c(C)c1-n1cnnn1	-11	26	2	-1.6	4	0.0	-2	-3	7
O=C1/C(=C/c2ccc(N3CCOCC3)o2)SC(=Nc2ccccc2)N1CCc1c[nH]c2ccccc12	-11	14	26	-0.2	8	0.3	-50	11	-71
Oc1ccc(/C=C/c2cnccn2)cc1	0	12	0	-0.1	20	-1.4	4	1	4
CC(C)OC(=O)c1cc(C(=O)c2cc(F)ccc2O)coc1=N	-13	13	7	-1.4	-6	-3.7	0	-6	-77
COc1ccc(C(C(=O)NC2CCCC2)N(C(=O)c2ccoc2C)c2ccccc2)cc1 (stereo not drawn)	-2	-9	-1	-0.3	15	-0.3	2	-4	-14
Cc1nn(C(C)(C)C)c(OC(=O)C2CCCC2)c1S(=O)(=O)c1ccccc1	-16	37	-10	-2.3	14	-6.2	0	x	-7
CCCCC1=CC2=CC(=O)C(C)(OC(=O)CC)C(=O)C2=CN1CCc1ccccn1 (stereo not drawn)	x	26	x	x	-9	x	-1	-2	-9
CC(C)Cn1c(N)c(C(=O)COC(=O)C2CCCCC2)c(=O)n(C)c1=O	1	18	0	0.0	18	-3.4	-1	4	-8
O=C(CCNC(=O)c1ccc(Br)cc1)Nc1ncccc1O	3	30	3	-2.7	0	-2.6	-3	-2	-6
Nc1ccc(NC(=O)NC2CCCCC2)cc1[N+](=O)[O-]	-1	17	17	-2.3	2	-0.8	0	0	5
O=C(O)CNS(=O)(=O)c1ccc2c(c1)Cc1cc(S(=O)(=O)NCC(=O)O)ccc1-2	-3	24	-13	2.0	7	-1.7	2	1	-3
CCOC(=O)c1nn(-c2ccc(Cl)cc2)c(C)cc1=O	4	38	-6	-2.8	11	-2.1	5	2	4
CN(C)c1ccc(CC2C(=O)Nc3ccccc32)cc1 (stereo not drawn)	31*	24	-3	-0.7	0	-3.8	-1	-1	10
CCOc1cc(N2CCOCC2)c(OCC)cc1NC(=O)CN1C(=O)NC(C)(C2CC2)C1=O (stereo not drawn)	5	8	-18	-1.2	3	-2.3	0	-1	2
Cc1cccc(NC(=O)/C(C#N)=C/c2ccc(F)cc2)n1	7	40	-11	-1.9	-3	-3.4	2	0	-9
Cc1ccc(NC(=O)CSc2nnc3n2CCCCC3)cc1	-7	-21	2	-4.3	3	-4.1	-1	1	-16
S=C(Nc1ccccc1Cl)N1CCOCC1	9	3	0	-0.8	32	-2.0	2	0	0
CC(=O)Nc1ccc(S(=O)(=O)Nc2nc3ccccc3nc2-n2ccc(=NC(=O)c3ccc(F)cc3)cc2)cc1	-2	-3	-6	-2.0	-3	-1.8	3	0	0
Cc1ccsc1/C=N/NC(=O)C1CC(=O)N(c2ccc(F)cc2)C1 (stereo not drawn)	2	-4	-11	-1.8	-7	-1.8	0	4	-2
CCN1CCN(C(CC(C)C)c2nnnn2CS(=O)(=O)c2ccc(C)cc2)CC1 (stereo not drawn)	-8	8	-2	-1.6	-2	-2.7	2	0	-4
Cc1cccc(C(=O)OCC(=O)NCC(C)C)c1O	0	32	-7	-0.9	-7	-1.7	0	-1	2

# (next part)
canonical_smiles	M18AAP inhibitor	PHOSPHO1 block	GPR7 antag	VIM-2 inhibitor	NALP1 yeast inh	IMP-1 inh	IDE cell activ	IDE cell inh	p-CIP stab down
CCOC(=O)[C@@H]1[C@H]2COc3ccc(Br)cc3[C@@H]2N2C(=O)N(c3ccccc3)C(=O)[C@]12C	-7	15	0	0.9	12	0.9	-1	-6	-11
COc1ccc(N2CCN(C(=O)CNC(=O)c3cccc(Br)c3)CC2)cc1	5	19	-11	-2.8	11	-2.7	4	2	0
CCO[C@@H]1OC(C(=O)N2CCN(Cc3ccccc3)CC2)=C[C@H](c2ccccc2)[C@H]1CCCO	6	30	-14	-1.6	-1	-1.7	0	-5	-11
CCN(CC)C(=O)Oc1nnc(SC(C)C)n1-c1ccc(Cl)cc1	-1	37	-6	-1.9	x	-3.2	-2	3	-6
O=C(CNc1c(Br)cc(Br)cc1Br)NN=C1CCCCC1	-1	-17	-13	-4.0	20	-4.6	x	4	6
NC(=O)C1(NC(=O)[C@@H]2CC3(CC(c4cccc(NC(=O)[C@@H]5CCC(=O)N5)c4)=NO3)CN2C(=O)c2ccccc2)CC1 (stereo partly drawn)	4	2	-9	-1.9	6	-3.0	-4	9	-4
CCCC(C)C(=O)Nc1ncc(S(=O)(=O)c2ccc([N+](=O)[O-])cc2)s1 (stereo not drawn)	1	-8	65*	-1.7	0	-2.5	-4	1	7
CCCNS(=O)(=O)c1ccc(CCC(=O)NCCc2ccc(OC)c(OC)c2)cc1	-3	40	-11	0.0	-9	-1.1	7	-1	1
CCOC(=O)CC1Sc2ccccc2NC1=O (stereo not drawn)	-1	18	-1	-1.3	7	-1.2	1	1	7
CCCCn1c2ccc(F)cc2c2nnc(SCCN3CCCCC3)nc21	8	45	-11	8.4*	29	-3.6	1	x	-8
CC(=O)c1ccc(NC(=O)c2noc3c2CCC3)cc1	-12	-20	10	-1.2	3	-3.4	3	1	3
CCOC(=O)Nc1cccc(NC(=O)c2ccccc2F)c1	6	15	-1	-1.2	3	-3.1	2	-6	-7
O=C(NCC1CCCO1)c1ccc2c(=O)n(-c3ccc(F)cc3)c(=S)[nH]c2c1 (stereo not drawn)	3	20	-15	-2.8	-13	-4.2	-6	1	2
